UPR CHOP act – activators of apoptotic arm of unfolded protein response (CHOP). 0.34% of 330,000 active. activation, % at 10 µM. CHO-CHOP luciferase reporter, UPR activation, luminescence; percent of tunicamycin response over DMSO baseline;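 active = at 10 µM dose, activation of 40% or more, normalized to positive control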;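 note: 100% = tunicamycin at 10 µg/mL and 0% = DMSO alone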
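Assay system: CHO cells with stable CHOP pathway luciferase reporter; Buffer or medium: F12 plus 10% serum; Times: 16-18 h cell attachment, then 6 h compound exposure, 37 °C; Signal: luciferase luminescence; Read-out basis: percent activation relative to tunicamycin control; Control set: tunicamycin high control, DMSO low control.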
697 NFkB inh – lowers PMA/ionomycin-induced NF-kB signal in 697 B cells. 697 B-cell NF-kB luciferase reporter, 16 h. inhibition, % at 4 µM. 0.33% of 330,000 active. AID 435022; in the data active = inhibition above about 35%
Jurkat NFkB inh – inhibitors of the PMA/ionomycin-induced NF-kB reporter in Jurkat cells; AID 435003; inhibition, % at 4 µM; 0.53% of 330,000 active; PMA/ionomycin-induced NF-kB luciferase reporter, luminescence; in the data active = inhibition above about 50%
TIM10 inh – growth inhibitors of TIM10 yeast strain; S. cerevisiae TIM10 strain growth, BacTiter-Glo luminescence, 24 h; inhibition, % at 10 µM; AID 463195; 1.4% of 330,000 active;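 active = inhibition of 40% or more at the single tested concentration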;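 note: wild-type TIM10 isogenic control strain grown at permissive 25 °C; 0% = DMSO yeast wells and 100% = minimal medium wells without yeast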
Mdm2 MdmX PPI – human Mdm2/MdmX binding inhibition; inhibition, % at 8 µM; SaOS-2 split-luciferase Mdm2/MdmX complementation, luminescence; 3% of 330,000 active; O15151+Q00987;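 active = inhibition of at least 50% at 8 µM in the primary screen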
Target sequence (O15151 whole entry, looked up): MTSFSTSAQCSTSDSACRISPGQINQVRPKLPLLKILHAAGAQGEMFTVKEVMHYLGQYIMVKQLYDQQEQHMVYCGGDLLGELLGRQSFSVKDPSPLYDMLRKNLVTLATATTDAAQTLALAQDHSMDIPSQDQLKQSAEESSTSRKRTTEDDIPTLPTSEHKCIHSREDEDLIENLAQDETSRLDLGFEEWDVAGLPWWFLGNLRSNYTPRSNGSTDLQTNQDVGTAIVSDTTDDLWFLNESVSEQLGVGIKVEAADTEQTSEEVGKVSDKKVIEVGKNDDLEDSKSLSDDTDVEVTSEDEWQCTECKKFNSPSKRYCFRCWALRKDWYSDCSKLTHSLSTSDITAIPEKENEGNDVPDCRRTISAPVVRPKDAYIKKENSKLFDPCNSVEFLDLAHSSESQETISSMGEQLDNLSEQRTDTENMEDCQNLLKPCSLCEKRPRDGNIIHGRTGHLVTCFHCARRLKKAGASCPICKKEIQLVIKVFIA
Target sequence (Q00987 whole entry, looked up): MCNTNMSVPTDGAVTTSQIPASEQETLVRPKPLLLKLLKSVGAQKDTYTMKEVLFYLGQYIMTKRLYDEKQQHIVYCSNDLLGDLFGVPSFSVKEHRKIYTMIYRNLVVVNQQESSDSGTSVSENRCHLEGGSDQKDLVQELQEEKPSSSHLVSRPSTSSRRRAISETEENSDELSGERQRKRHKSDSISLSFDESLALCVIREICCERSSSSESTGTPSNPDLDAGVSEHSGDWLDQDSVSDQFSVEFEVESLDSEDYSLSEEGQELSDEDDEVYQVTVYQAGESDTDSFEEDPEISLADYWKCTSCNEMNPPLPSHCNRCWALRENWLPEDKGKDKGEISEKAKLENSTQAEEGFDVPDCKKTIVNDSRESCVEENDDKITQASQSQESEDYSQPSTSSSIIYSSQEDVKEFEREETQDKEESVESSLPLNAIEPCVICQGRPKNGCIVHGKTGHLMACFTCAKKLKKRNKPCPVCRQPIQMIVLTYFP
tim10-1 inh – growth inhibitors of tim10-1 mutant yeast. inhibition, % at 20 µM. AID 463190. 2.2% of 330,000 active. S. cerevisiae tim10-1 ts strain growth, BacTiter-Glo, 24 h;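 active = inhibition of at least 40%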;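 note: mutant grown at 25 °C; 0% = DMSO wells with yeast and 100% = wells holding no yeast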
UPR XBP1 act – activators of adaptive arm of unfolded protein response (XBP1). CHO-XBP1 luciferase reporter, IRE1-XBP1 UPR activation, luminescence; percent of tunicamycin response, DMSO as zero. activation, % at 20 µM. 0.33% of 330,000 active. AID 463104;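 active = versus positive control, 20 µM dose yields 30% or more activation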;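 note: 100% = tunicamycin at 10 µg/mL and 0% = DMSO only wells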
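Test system: CHO-XBP1 luciferase reporter cells | Buffer or medium: Serum-containing F12 medium, 10% FBS | Schedule: 6 h compound exposure at 37 °C, 5% CO2 | Detection: Steady-Glo luciferase glow luminescence, 10 min after reagent addition | Read-out basis: Activation, % of tunicamycin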
tim23-1 inh – tim23-1 yeast growth inhibition; AID 463212; S. cerevisiae tim23-1 growth, BacTiter-Glo luminescence, 24 h; inhibition, % at 20 µM; 1.3% of 330,000 active;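 active = growth inhibition of the mutant yeast at or above 50%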;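 note: temperature-sensitive mutant grown at 25 °C; plate controls were DMSO-treated mutant yeast for no effect and medium wells lacking yeast for full effect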
Starred values were filed as active, the others as inactive.

SMILES	UPR CHOP act	697 NFkB inh	Jurkat NFkB inh	TIM10 inh	Mdm2 MdmX PPI	tim10-1 inh	UPR XBP1 act	tim23-1 inh
Cc1ccc(C(=O)N2CCCC2)cc1S(=O)(=O)Nc1ccccc1	-1.2	2	-7	2	20	-3	-5	-14
O=C(Nc1cccnc1)c1ccc2c(c1)OCO2	1.8	4	-12	-7	-44	15	2	6
CCCc1c(O)nc(SC2CC(=O)N(c3cc(OC)ccc3OC)C2=O)[nH]c1=O (centres undefined)	-0.1	17	-3	4	26	7	0	-8
O=C(CNC(=O)c1ccc2c(c1)OCCO2)N/N=C/c1ccc([N+](=O)[O-])cc1	2.1	5	9	-9	25	-17	-2	-17
C/C(=N\OCC(=O)OCC(=O)NC(=O)c1ccccc1)c1ccc2c(c1)OCO2	1.2	4	0	-10	26	-14	0	-4
CC(Oc1ccccc1)c1ccn[nH]1 (centres undefined)	-2.3	6	3	0	20	9	1	9
O=C(COc1ccc(Cl)cc1)N(Cc1ccccc1)c1ccccn1	-0.1	12	18	26	-5	9	-2	-4
COc1ccc(-n2c(=S)[nH]c3cc(C(=O)Nc4cccc(C)c4)ccc3c2=O)cc1	1.2	-9	1	-14	3	12	-3	-14
Cc1cccc(NC(=O)c2cccc(NC(=O)Cc3cccs3)c2)c1	4.1	-1	-15	-12	17	2	0	8
N#CCCCCn1ccc(NC(=O)c2ccc(Cl)cc2O)n1	-0.3	-6	6	4	27	4	2	21
O=C(c1ccccc1)c1nn(-c2ccc(Cl)cc2)c(=O)cc1C(F)(F)F	8.0	-131	98*	24	95*	35	2	48
CCC(=O)NC(=S)Nc1ccccc1C(=O)NC1CCCCC1	1.0	-3	0	1	11	6	0	6
COc1ccccc1NC(=O)COC(=O)COc1ccccc1F	0.6	5	-9	8	-1	-5	0	-4
COc1cc(C=O)ccc1OCCCCOc1ccccc1[N+](=O)[O-]	-0.3	23	-14	-13	16	24	-1	16
COc1cc(C(=O)Nc2nccs2)cc(OC)c1OC	0.6	32	-16	20	-11	44*	-1	27
CCOc1ccc(C(=O)Cn2cnc3ccccc3c2=O)cc1	5.6	-122	-70	21	-52	14	0	41
CC(=O)Nc1ccc(NC(=O)CSc2ccc(C(F)(F)F)cc2[N+](=O)[O-])cc1	-1.4	8	4	4	-3	8	1	12
O=C(CNC(=S)NC(=O)C1CCCCC1)c1ccccc1	8.0	-104	-85	4	3	12	3	7
C=COCCNC(=S)Nc1ccccc1	2.3	11	12	-1	14	-3	0	11
Cc1c(C(=O)NCCn2ccc3ccccc32)cccc1[N+](=O)[O-]	-1.0	-6	-5	-4	5	-2	0	11

Looked up above:
Cc1ccc(C(=O)N2CCCC2)cc1S(=O)(=O)Nc1ccccc1 – Mdm2 MdmX PPI = 20
O=C(CNC(=O)c1ccc2c(c1)OCCO2)N/N=C/c1ccc([N+](=O)[O-])cc1 – UPR XBP1 act = -2

Record cards, from the list above:
`C=COCCNC(=S)Nc1ccccc1` across the screens: UPR CHOP act = 2.3; 697 NFkB inh = 11; Jurkat NFkB inh = 12; TIM10 inh = -1; Mdm2 MdmX PPI = 14; tim10-1 inh = -3; UPR XBP1 act = 0; tim23-1 inh = 11
`COc1cc(C(=O)Nc2nccs2)cc(OC)c1OC` across the screens: UPR CHOP act = 0.6; 697 NFkB inh = 32; Jurkat NFkB inh = -16; TIM10 inh = 20; Mdm2 MdmX PPI = -11; tim10-1 inh = 44*; UPR XBP1 act = -1; tim23-1 inh = 27
`O=C(COc1ccc(Cl)cc1)N(Cc1ccccc1)c1ccccn1` across the screens: UPR CHOP act = -0.1; 697 NFkB inh = 12; Jurkat NFkB inh = 18; TIM10 inh = 26; Mdm2 MdmX PPI = -5; tim10-1 inh = 9; UPR XBP1 act = -2; tim23-1 inh = -4

(next part)
SMILES	UPR CHOP act	697 NFkB inh	Jurkat NFkB inh	TIM10 inh	Mdm2 MdmX PPI	tim10-1 inh	UPR XBP1 act	tim23-1 inh
CCN(CC)C(=O)C(Oc1ccc(C)nc1[N+](=O)[O-])c1ccccc1 (centres undefined)	2.0	12	1	7	19	7	0	10
COc1ccc(NC(C)C(=O)N/N=C/c2ccccc2OCc2cccc(Br)c2)cc1 (centres undefined)	0.2	0	9	25	34	17	-2	7
CCOCC(O)CS(=O)Cc1ccccc1 (centres undefined)	2.0	-5	8	1	5	13	-1	4
NNC(=O)C1CCCN1S(=O)(=O)c1ccc(Cl)cc1 (centres undefined)	1.6	12	-2	2	17	6	-3	10
COc1ccccc1/C=C/C(=O)N1CCCC1	-0.1	1	-7	-9	-12	-7	1	0
Cc1ccc2c(CC(=O)Nc3nc(C)cs3)coc2c1	0.9	-3	-4	29	12	23	1	15
CCOc1ccc(Oc2ccccc2NC(=O)CCNC(C)=O)cc1	-0.8	9	-5	14	10	15	-3	18
O=C(CSc1nnc(CNC(=O)c2ccco2)o1)Nc1ccc(OC(F)(F)F)cc1	2.7	-2	-1	6	21	18	-5	6
O=C(Nc1cccc(Br)c1)c1ccc2snnc2c1	1.4	-21	-12	4	-4	5	-4	7
O=C(CSc1nc2nn(-c3ccccc3)c(=O)c-2c2n1CCCCC2)NCCc1ccccc1	-0.5	9	-3	3	-6	2	-3	17
N#CC1=C(N)Oc2cc(N)ccc2C1C1CC=CCC1 (centres undefined)	-4.0	-26	28	12	46	18	1	1
COc1ccccc1C(=O)NNC(=O)c1ccc(Cl)cc1	0.5	13	7	3	-14	5	-5	3
Cc1cc(OC(C)C(=O)NCCN2CCOCC2)c2c(C)cc(=O)oc2c1 (centres undefined)	0.1	-1	1	-8	-13	-10	-5	-3
CCS(=O)(=O)N1Cc2ccccc2CC1C(=O)NC(C)C12CC3CC(CC(C3)C1)C2 (centres undefined)	-2.4	13	7	47*	3	41*	-1	35
CSc1nc(-c2ccccc2)nn1C(=O)c1ccc(C)cc1	2.5	4	-5	42*	16	29	0	41
O=C(CSc1nccn1-c1ccccc1)Nc1ccc2c(c1)OCO2	1.1	-92	-40	12	-64	26	2	21
O=C(COC(=O)c1ccc2c(=O)n3c(nc2c1)CCC3)Nc1ccccc1F	0.1	3	2	16	1	21	0	4
N#CC1=C(N)Oc2c(ccc3cccnc23)C1c1cccnc1 (centres undefined)	2.1	-48	26	7	29	22	0	11
CCCC(C)NC(C)C(=O)NC1CCCC1 (centres undefined)	2.1	7	9	4	10	12	1	-7
COc1ccccc1Oc1c(C)oc2c(CN(C)C)c(O)ccc2c1=O	1.0	15	5	8	1	3	-2	7
Fc1ccc(-c2nnc(Cc3ccc(Cl)cc3)o2)cc1	3.9	-23	-12	5	-29	8	5	22
O=C(CCNS(=O)(=O)c1ccc(Br)cc1)NCCc1ccc(Cl)cc1	1.3	-7	10	-11	29	-5	-7	-12
CC1=CCC2(CO)COC(c3ccccc3O)C1C2 (centres undefined)	-3.1	-4	-7	12	20	21	1	17
Nc1cccc(-c2nc3ccc(C(=O)c4ccccc4)cc3[nH]2)c1	3.6	-79	-45	21	-30	4	6	55*
COc1ccc(C2(NC(C)=O)CCN(Cc3cccnc3)CC2)cc1	-0.7	3	8	-10	-4	0	-4	1
COc1ccc(OC)c(NC(=O)CN(C)CC(=O)Nc2ccccc2Cl)c1	-0.5	0	-25	5	-1	0	1	13
CC(=O)N1CCN(CC(=O)Nc2cc(S(=O)(=O)N3CCOCC3)ccc2C)CC1	0.9	12	-4	5	7	2	4	-11
CC1CCCCC1NCC(=O)NCc1ccc(F)cc1 (centres undefined)	2.9	12	9	11	-5	6	-1	11
COc1ccc(OC)c(CNC(=O)C2CCCN(C(=O)N(C)C)C2)c1 (centres undefined)	0.2	14	1	-7	15	-10	-4	5
CCn1c(CC(=O)Nc2ccccc2C)nnc1SCC(=O)NC1CCCC1	-2.9	6	-8	-19	21	14	5	8
CCN(CC)c1ccc(NC(=O)CC2Oc3ccccc3NC2=O)c(C)c1 (centres undefined)	1.0	-2	15	9	19	-5	-3	-1
C/C(=N\NC(=O)c1c(C)nc2ccccn12)c1cccc([N+](=O)[O-])c1	-0.3	19	12	10	-1	5	-1	8
Cc1cc(C)nc(SC(C)C(=O)N/N=C/c2cccs2)n1 (centres undefined)	0.0	3	-15	-10	5	-12	-4	5
CC(=O)OC1COC(N2CCc3cc([N+](=O)[O-])ccc32)C(OC(C)=O)C1OC(C)=O (centres undefined)	-0.2	15	-3	-3	1	5	-2	5
CCn1c(SCc2cccc(C(F)(F)F)c2)nnc1-c1ccco1	0.9	0	8	12	-7	30	0	39
OCC1(CCc2ccccc2)CCN(Cc2ccccc2Cl)CC1	0.0	12	12	11	-6	9	-1	4
Cc1nc2ncnn2c(C)c1Cc1ccccc1Cl	-0.9	-15	-3	-5	20	-5	-2	-6
Cc1ccc(CN2CC(C(=O)N3CCN(S(=O)(=O)c4c(F)cccc4F)CC3)CC2=O)cc1 (centres undefined)	-2.0	11	7	-5	-3	-2	-3	0
CCn1cc(Cl)c(C(=O)N2N=C3/C(=C/c4cccs4)CCCC3C2c2cccs2)n1 (centres undefined)	1.2	19	-3	20	24	21	0	33
Cc1[nH]c(=O)[nH]c(=O)c1S(=O)(=O)N1CCCC(C(=O)N2CCN(c3ccccc3Cl)CC2)C1 (centres undefined)	1.1	-50	-34	8	-29	24	0	10
Cc1cccc(-c2c3c(=O)n(C)c(=O)n(C)c3cn2CCO)c1	0.0	7	-3	-5	-13	11	-3	0
CCn1cc(C(=O)Nc2ccc(F)c(F)c2)cn1	3.8	-6	-10	-2	14	1	3	10
CC(C)c1nnc(SCC(=O)NCCC2=CCCCC2)n1N	-1.3	16	-2	9	13	15	-2	22

Just UPR XBP1 act, Jurkat NFkB inh and 697 NFkB inh, for 2 of the compounds above:
smiles	UPR XBP1 act	Jurkat NFkB inh	697 NFkB inh
CCn1c(CC(=O)Nc2ccccc2C)nnc1SCC(=O)NC1CCCC1	5	-8	6
CCN(CC)c1ccc(NC(=O)CC2Oc3ccccc3NC2=O)c(C)c1 (centres undefined)	-3	15	-2

Assay outcomes as filed in PubChem.
